TSHR antagonist: human thyrotropin receptor antagonism; P16473; TSHR-expressing cells, TSH-stimulated cAMP HTRF, 2 h; stronger effect = lower value; activity change, negative = inhibition, % at 11.5 µM; hit rate 0.2% among 330,000; AID 504810;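 active = activity change below a set negative limit, meaning inhibition stronger than a set level, cut at about -70% in these data; inconclusive = activity change between two set negative limits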; also: % is scaled to controls: 0 for no effect and ±100 for the full control effect
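Read-out is FRET at 665 nm (cryptate excitation 337 nm) from a cryptate-tagged anti-cAMP antibody, competed by cell cAMP against cAMP-d2. Compounds are tested on freshly harvested TSHR cells challenged with 4nM TSH (EC80) for 2 hours at 37 deg C.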
PTAP TSG101 blk: blocks PTAP/TSG101 interaction to inhibit HIV-1 budding | Q99816 | Fluorescence polarization, FITC-PTAP peptide / Tsg101 binding | Potency, µM (titrated, usually from 115 µM), without a hit: at the highest dose activity change, negative = inhibition, actives largely listed as inhibitors | 340,000 tested, under 10 active; active = well fitted inhibition curve with a large enough effect in the main read-out, with a control signal flat, not every such curve was filed as active; inconclusive = small, poorly fitted or top-dose-only effect, or effect the other way, or a change in a side signal; inactive = no such curve, though single readings can be large or run the other way; also: potency is read from the fitted curve at half-maximal effect; % of control where 0% means no effect
Target sequence (Q99816 whole entry, looked up): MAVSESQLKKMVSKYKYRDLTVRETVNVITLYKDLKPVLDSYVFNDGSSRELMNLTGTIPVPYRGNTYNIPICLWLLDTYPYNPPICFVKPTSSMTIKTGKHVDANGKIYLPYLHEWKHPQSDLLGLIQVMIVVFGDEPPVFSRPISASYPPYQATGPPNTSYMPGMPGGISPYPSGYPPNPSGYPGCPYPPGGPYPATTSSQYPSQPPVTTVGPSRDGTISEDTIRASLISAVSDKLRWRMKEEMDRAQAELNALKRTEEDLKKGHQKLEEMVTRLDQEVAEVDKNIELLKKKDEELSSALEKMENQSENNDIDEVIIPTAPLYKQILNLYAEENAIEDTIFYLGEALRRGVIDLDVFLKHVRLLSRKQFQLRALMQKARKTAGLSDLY
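Fluorescence polarization binding of Tsg101 binding domain (10 uM final) to FITC-labeled PTAP peptide (50 nM final) in HEPES pH 7.5 buffer with NaCl, Tween 20, EDTA, TCEP. Compounds added before peptide; binding 20 min at RT.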
Mito fusion act: blocks mitochondrial division or promotes mitochondrial fusion; S. cerevisiae fusion-defective mutant growth rescue, CellTiterGlo 48 h; Potency, µM (top dose mostly 46.1 µM), inactives show at the highest dose growth rescue (activation), usual class: activators; hit rate 0.23% among 320,000; AID 485298;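 also: potency is read from the fitted curve at half-maximal effect; % of control where 0% means no effect; nearly all actives have a fitted effect of over 45% in size; temperature-sensitive fusion mutants such as fzo1-1 at 37 °C on non-fermentable ethanol glycerol medium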
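Luminescent cell viability in 1536-well qHTS format served as the measure of rescued growth in ts fusion-mutant S. cerevisiae cultured on non-fermentable YPEG for 48 hours at 37C.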
TCR act: activates T cell receptor signaling; AID 504894; primary human leukocytes, anti-CD3, IL-2 HTRF, 48 h; Potency, µM (titrated, usually from 9.22 µM), for the others: top-dose activation of IL-2 secretion, actives largely listed as activators; 330,000 tested, under 10 active; also: % of control where 0% means no effect
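1) Mix primary human leukocytes, a-CD3 beads and compound. 2) Incubate 48 hr. 3) Add HTRF IL-2 reagents (a-IL-2-K, a-IL-2-d2).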
CXXC DNA block: inhibitors of human MLL CXXC domain-DNA interaction. MLL-CXXC / FITC-HOXA9 DNA fluorescence polarization. Potency, µM (top dose mostly 115 µM), without a hit: top-dose activity change, negative = inhibition, actives largely listed as inhibitors. hit rate 0.037% among 290,000. AID 2662; active = well fitted inhibition curve with a large enough effect in the polarisation, with a control signal flat, not every such curve was filed as active; inconclusive = small, poorly fitted or top-dose-only effect, or effect the other way, or a change in a side signal; inactive = no such curve, though single readings can be large or run the other way; the % refers to the polarisation; also: potency is read from the fitted curve at half-maximal effect
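Fluorescence polarization: 7 uM MLL-CXXC (stock) preincubated 5 min with compounds, then 50 nM fluorescein-HOX-A9 DNA (stock) added; 30 min ambient. Buffer 50 mM Tris-HCl pH 7.5, 50 mM NaCl, 1 mM DTT, 0.05% BSA.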
MBNL1 CUG block: MBNL1-poly(CUG) RNA binding inhibition. Q9NR56. TR-FRET MBNL1-His/biotin-(CUG)12 binding, 665/545 ratio. Potency, µM (titrated, usually from 57.5 µM), without a hit: at the highest dose activity change, negative = inhibition, most hits filed as inhibitors. hit rate 0.036% among 280,000. AID 2675; active = well fitted inhibition curve with a large enough effect in the signal ratio, with a control signal flat, not every such curve was filed as active; inconclusive = small, poorly fitted or top-dose-only effect, or effect the other way, or a change in a side signal; inactive = no such curve, though single readings can be large or run the other way; the % refers to the signal ratio; also: potency is read from the fitted curve at half-maximal effect; % is scaled to controls: 0 for no effect and ±100 for the full control effect
Target sequence (Q9NR56 whole entry, looked up): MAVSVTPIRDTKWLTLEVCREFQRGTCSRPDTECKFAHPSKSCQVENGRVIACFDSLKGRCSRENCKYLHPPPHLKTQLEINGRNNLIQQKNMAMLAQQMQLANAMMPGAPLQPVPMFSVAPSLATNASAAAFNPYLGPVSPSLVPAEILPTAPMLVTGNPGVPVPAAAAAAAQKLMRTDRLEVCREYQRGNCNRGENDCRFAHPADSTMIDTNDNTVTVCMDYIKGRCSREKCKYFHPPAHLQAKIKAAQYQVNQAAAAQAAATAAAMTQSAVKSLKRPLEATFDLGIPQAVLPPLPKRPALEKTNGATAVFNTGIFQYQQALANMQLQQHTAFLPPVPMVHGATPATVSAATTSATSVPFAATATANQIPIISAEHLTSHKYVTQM
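Compound titration spanned 92 nM–58 uM against the MBNL1-His/biotin-(CUG)12 complex. After 60 min at room temperature with 5 nM streptavidin-XL665 and 0.055 ng/ul terbium anti-His, ratiometric 665/545 nm emission (Ex 340 nm) normalized to controls.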
a7 integrin act: activators of alpha7 integrin expression for muscular dystrophy | AID 624291 | alpha7betagal myoblasts, beta-gal FDG fluorescence, 48 h | hit rate 0.064% among 350,000 | Potency, µM (series often up to 38.3 µM), for inactives: at the highest dose activation, hits mostly activators;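 also: potency is read from the fitted curve at half-maximal effect; 100% = response of the positive control SU9516; nearly all actives have a fitted effect of over 60% in size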
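alpha7betagal+/- myoblasts (passage 13, 250/well) treated 48 h at 37C with compounds at 1:260 dilution of DMSO stock. Lysed, then beta-galactosidase activity read as FDG fluorescence (ex 480/em 540) after 30 min, with pre-read for autofluorescence.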
S-ASM inh: human S-ASM enzyme inhibition; P17405; placental ASM, HMU-PC fluorogenic substrate, 60 min; Potency, µM (titrated, usually from 57.5 µM), without a hit: at the top dose activity change, negative = inhibition, most hits filed as inhibitors; hit rate 0.006% among 340,000; AID 504937; also: potency is read from the fitted curve at half-maximal effect
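HMU-PC0 cleavage (9 uM final) by human placental ASM, 60 min at 37 °C following 10 min compound exposure at RT; stopped at pH 10, fluorescence Ex 386/Em 447 nm.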
AT treatment: potential ataxia-telangiectasia treatments restoring KAP-1 phosphorylation; […] A-T fibroblasts, KAP-1 phosphorylation AlphaLISA; neocarzinostatin DNA damage 30 min before lysis; Potency, µM (top dose mostly 57.5 µM), for the others: at the top dose activation, most hits filed as activators; hit rate 0.19% among 320,000; AID 485349; also: potency is read from the fitted curve at half-maximal effect; % of control where 0% means no effect; nearly all actives have a fitted effect of over 45% in size
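ATM-like activity read as KAP-1 phosphorylation via AlphaLISA donor/acceptor antibody pairs after lysis and 6 hr at 25C. Cells were ATM-null patient fibroblasts ([…], hTERT), dosed 60 min, then exposed to the DSB inducer NCS for 30 min.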
Menin-MLL TR inh: displaces Texas Red mutant MLL peptide from human menin; Potency, µM (doses to about 61.6 µM), for inactives: top-dose FP activity change, negative = inhibition, actives largely listed as inhibitors; hit rate 0.23% among 270,000; Menin + Texas Red MLL mutant peptide, fluorescence polarization; active = well fitted inhibition curve with a large enough effect in the polarisation, with a control signal flat, not every such curve was filed as active; inconclusive = small, poorly fitted or top-dose-only effect, or effect the other way, or a change in a side signal; inactive = no such curve, though single readings can be large or run the other way; the % refers to the polarisation; also: potency is read from the fitted curve at half-maximal effect; % of control where 0% means no effect; many of its hits are not listed in these tables
An asterisk follows results filed as active; i = inactive; u = inconclusive; x = not tested or not shown; [ ] = another dose, or the depositor's remark. Unless noted, calls follow the shape of the dose curve; as a rule, active = well fitted curve in the direction sought with a large enough effect; inconclusive = small, poorly fitted or top-dose-only effect, or another doubt; inactive = no such curve, though single readings can be large; an effect the other way counts as inactive or inconclusive. These rows are one share of the data. The share of hits here may be higher or lower than overall.

SMILES	TSHR antagonist	PTAP TSG101 blk	Mito fusion act	TCR act	CXXC DNA block	MBNL1 CUG block	a7 integrin act	S-ASM inh	AT treatment	Menin-MLL TR inh
CC(C)(C)NC(=O)c1cccc(NC(=O)c2ccco2)c1	-13	-5%	2%	5%[46.1 µM]	8%	3%	5%	-1%	3%	6%
O=C(OCC(=O)N1CCC(c2ccccc2)=N1)c1ccc([N+](=O)[O-])s1	0	1%	0%	-5%	x	x	-37%	-12%	-1%	x
COC(=O)c1sc(C(C)(C)C)cc1CS(=O)(=O)c1ccccn1	-2	0%	0%	-8%	-13%	-9%	6%	-1%	11%	x
CSc1c[n+]2c(n1C)CCC2	-7	-8%	-1%	0%	-15%	5%	-2%	4%	13%	7%
CCOC(=O)C(=O)/C(=C\N(C)C)c1onc(-c2c(F)cccc2Cl)c1C(=O)OC	3	-1%	3%	-11%	-7%	7%	6%	29%	0%	-3%
COc1cccc(C(=O)Nc2ccc3[nH]ncc3c2)c1	-15	0%	0%	5%	-1%	-6%	21%	0%	3%	9%
O=C(NCc1ccc2c(c1)OCO2)c1cc2c(s1)CSC2	-2	0%	1%	0%	8%	6%	-23%	2%	-5%	-4%
Cc1ccc(CSCC(=O)N(C)CC(=O)Nc2ccccc2Cl)cc1	-2	-1%	11%	0%	x	x	-34%	-3%	23%	x
CCN(CC)C(=O)c1ccccc1NC(=O)c1ccccc1SC	-4	-1%	2%	-6%	-2%	-10%	-5%	-1%	6%	-3%
COc1ccc(/C=C/C(=O)Nc2ccc(-n3nncc3-c3ccc(OC)c(OC)c3)cc2)cc1OC	-12	-3%	-1%	-5%[46.1 µM]	3%	u	-37%	-11%	-6%	u
S=c1[nH]ncn1/N=C/c1cccs1	-6	3%	-5%	10%	-1%	u	24%	6%	-2%	x
CCCNc1nc2ccccc2n2c(C)nnc12	26	-2%	8%	2%	1%	20%	u	0%	25%	-25%
COc1cc(NCCC(=O)c2cccs2)c(OC)cc1Cl	-8	3%	-4%	-2%	53%[activator]	-6%	0%	-8%	-4%	u
COc1ccc(S(=O)(=O)Nc2c(C)n(C)n(-c3ccccc3)c2=O)cc1C(=O)O	1	0%	3%	0%	2%	-5%	-63%[inhibitor]	-2%	7%	0%
Cc1ccc(-n2c(Cc3noc4ccccc34)n[nH]c2=S)cc1	0	0%	2%	-12%	-7%	-20%	1%	5%	14%	21%
CCc1cc(=O)oc2c(CN3CCCC3)c(O)c(Cl)cc12	14	-7%	0%	1%	-7%	21%	13%	i	26%	7%
O=C(NCC(c1ccco1)N1CCc2ccccc2C1)c1ccc(Br)cc1 (stereo not drawn)	-1	2%	14%	-4%	x	x	11%	-1%	13%	x
COc1cc(OC)cc(C(=O)NCCc2cnc[nH]2)c1	-3	1%	-11%	-3%	2%	-6%	-22%	7%	9%	19%
Cc1sc2nc(CSc3ccccc3)nc(NCCN(C)C)c2c1C	4	-1%	-1%	-5%[46.1 µM]	-2%	x	-29%	-2%	-8%	-17%
CCOC(=O)c1sc(NC(=O)Cc2c(F)cccc2Cl)nc1C	-6	-1%	-3%	4%	u	-2%	10%	-1%	7%	29%
COc1ccc(S(=O)(=O)N2CCCOC2CNC(=O)C(=O)NCc2ccncc2)cc1 (stereo not drawn)	4	x	1%	6%	19%	-4%	7%	1%	19%	x
Cc1cc(NC(=O)Nc2cccs2)no1	3	0%	-6%	-2%	-2%	-3%	-18%	2%	6%	18%
CCOc1ccc(NC(=O)CC2C(=O)N(c3ccccc3)C(=O)N2CCOC)cc1 (stereo not drawn)	12	-2%	16%	0%	4%	-4%	-19%	2%	9%	-28%
Cc1ccccc1Nc1ncnc2c1cnn2-c1ccccc1	-20	0%	u	-32%	-1%	-8%	-19%	-1%	7%	21%
COc1ccc2[nH]cc(CCNC(=O)c3ccc([N+](=O)[O-])cc3)c2c1	-11	0%	-5%	x	6%	u	9%	0%	-2%	u
COc1ccc2nccnc2c1[N+](=O)[O-]	-1	-2%	3%	2%	3%	x	3%	0%	5%	x
COc1ccc(NC(=O)CN2CCN(CC(=O)Nc3ccc(OC)cc3)CC2)cc1	5	-1%	-1%	2%	-3%	-20%	-10%	0%	1%	1%
O=S(=O)(c1ccc2nc(-c3ccccc3)[nH]c2c1)N1CCN(c2ccc(Cl)cc2)CC1	-7	-1%	7%	0%	39%[activator]	-2%	-16%	0%	-3%	-25%
COc1ccc(-c2nc(C)c(C(C)=O)n2O)cc1OC	8	-2%	-3%	0%	8%	1%	5%	-1%	1%	0%
CC(C)(C)n1ncc2c(=O)n(Cc3c(Cl)cccc3Br)cnc21	-19	-1%	u	6%	x	x	x	-3%	11%	x
COCCCNC(=O)c1ccc([N+](=O)[O-])cc1	6	-5%	1%	5%	-5%	x	19%	5%	2%	-10%
NC(=O)c1ccc[n+](CC(=O)c2ccc(NC(=O)c3ccccc3)cc2)c1	5	-5%	-10%	-2%	36%	18%	5%	-2%	-3%	-28%
CCOc1ncccc1C(=O)Nc1ccc(S(=O)(=O)Nc2nc(C)cc(C)n2)cc1	107	-4%	5%	0%	x	x	13%	13%	-7%	x
CCC(OC(=O)c1nsc(Cl)c1Cl)C(=O)NCc1cccs1 (stereo not drawn)	-1	-6%	-1%	5%[46.1 µM]	8%	-12%	3%	2%	x	5%
O=C(Nc1cc(-c2nn(CC(=O)N3CCCCC3)c(=O)c3ccccc23)ccc1N1CCOCC1)c1ccc(Cl)cc1	16	-20%	0%	7%	2%	15%	13%	-3%	2%	-13%
S=c1[nH]nc(C2CCCCC2)n1/N=C/c1ccccc1Cl	-8	-3%	-29%	1%	2%	-11%	-1%	-4%	-7%	1%
Cc1ccc(NC(=O)c2ccc(S(=O)(=O)N3CCCC3)cc2)cc1	x	-6%	x	-17%	x	x	0%	-4%	x	x
S=c1[nH]nc(-c2cnccn2)n1-c1ccccc1	3	-1%	2%	-13%	7%	-1%	7%	3%	-4%	18%
O=C(O)c1ccc(N=NNc2cccc([N+](=O)[O-])c2)cc1	-1	1%	11%	2%	-1%	u	3%	3%	1%	u
Cc1ccc(CN2CCN(Cc3cnc(C)s3)CC2CCO)o1 (stereo not drawn)	-1	4%	1%	11%	-3%	-9%	u	3%	6%	-15%
COc1ccc(-c2nnn(CC(=O)c3ccc4c(c3)OCCO4)n2)cc1OC	-5	-6%	7%	-4%[46.1 µM]	9%	38%[activator]	6%	-6%	x	1%
CC(C)C(NC(=O)c1cccs1)C(=O)NC1CCCCC1 (stereo not drawn)	-2	-1%	-3%	-3%	-3%	-6%	u	3%	2%	4%
COc1ccccc1NC(=O)/C(=C\c1cccnc1)NC(=O)c1ccccc1	-14	-5%	11%	4%	3%	3%	16%	-2%	4%	1%
C[C@H](NC(=O)c1ccccc1Cl)C(=O)OCCOc1cccc(Cl)c1	-4	-2%	-2%	0%	12%	-7%	4%	0%	0%	-1%
O=C(CCCn1c(=O)[nH]c2ccc(Br)cc2c1=O)NCc1ccc(Cl)cc1	-1	-2%	-1%	-2%	23%	46%[activator]	16%	-8%	-4%	-2%
CCOc1ccc(/C=C(\C#N)C(=O)NC2CC2)c(OCC)c1	x	1%	x	0%	x	x	-18%	3%	x	x
O=C(COC(=O)CNC(=O)c1ccc(Br)o1)Nc1ccc2c(c1)OCCO2	-5	-8%	-1%	2%	1%	12%	-1%	1%	9%	3%
CSc1ccccc1C(=O)NCCCn1ccnc1	4	-3%	2%	-1%	-10%	-7%	31%	2%	0%	11%
CCOc1ccc(OCCNC(=O)c2cc(C3CC3)nc3c2cnn3C(C)C)cc1	-17	0%	18%	-1%	x	x	18%	u	-9%	x
CC(=O)c1c(C)[nH]c(C(=O)CSc2nc3ccc(C)cc3[nH]2)c1C	-12	-2%	9%	3%	8%	4%	12%	-9%	2%	28%
COc1cccc(-n2c(SCC(=O)NCCC3=CCCCC3)nc3n[nH]c(C)c3c2=N)c1	-16	-7%	1%	6%	-11%	-1%	-23%	-24%	-2%	3%
Nc1ccn(Cc2ccc(F)cc2)n1	22	2%	1%	-4%	6%	-3%	25%	-2%	8%	16%
COc1ccc(CC(=O)OCC(=O)NCCNC(=O)COC(=O)Cc2ccc(OC)cc2)cc1	3	0%	-1%	-10%	x	x	17%	-2%	-15%	x

Assay outcomes: PubChem, National Center for Advancing Translational Sciences (NCATS)
